TAAR1 ag: human TAAR1 agonists, primary screen, Fluo-8 calcium fluorescence, CHO RD-HGA16 cells; Trace amine-associated receptor 1 (Homo sapiens), Q96RJ0; vehicle wells 0%, saturating PEA agonist 100%; activation, % at 3 µM; 0.99% of 360,000 active; AID 624467, 2012;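 active = activation above the mean activation of all test compounds in the run plus 3 SD, cut at about 38% in these data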
Target sequence (Q96RJ0 whole entry, looked up): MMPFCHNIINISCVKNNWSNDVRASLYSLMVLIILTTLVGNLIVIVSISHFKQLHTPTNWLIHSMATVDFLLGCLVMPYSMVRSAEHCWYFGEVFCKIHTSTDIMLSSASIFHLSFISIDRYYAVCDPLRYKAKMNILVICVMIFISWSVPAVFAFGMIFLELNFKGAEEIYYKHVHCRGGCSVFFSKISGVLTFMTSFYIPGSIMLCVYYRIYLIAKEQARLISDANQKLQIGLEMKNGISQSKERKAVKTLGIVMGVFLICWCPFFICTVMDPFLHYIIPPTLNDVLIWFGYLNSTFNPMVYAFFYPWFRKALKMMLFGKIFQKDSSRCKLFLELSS
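Benchmarks: low control DMSO, high control PEA (EC100); System: CHO RD-HGA16 cells carrying human TAAR1 plus Gα16; Detection: Fluo-8 fluorescence, 5 s baseline then 140 s kinetic read; Schedule: 17-24 h plating, Fluo-8 75 min 37 °C, 30 min RT; Read-out basis: % activation from peak over basal fluorescence ratio, DMSO-to-PEA scaled.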
TAAR1 antagonist: human TAAR1 antagonists, primary screen, Fluo-8 calcium fluorescence, CHO RD-HGA16 cells; antagonist; inhibition, % at 3 µM; 1.5% of 360,000 active; AID 624466, 2012;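 active = inhibition above a per-plate cutoff, the mean inhibition of test compounds on that plate plus 3 SD, cut at about 49% in these data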;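 note: 0% = DMSO plus EC80 beta-PEA response and 100% = DMSO alone without agonist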
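Assay system: CHO-derived RD-HGA16 cells stably expressing human TAAR1 plus Gα16. Timing: 140 s kinetic read after compound, 140 s after agonist. Technique: kinetic Fluo-8 calcium fluorescence measurement. Measure: % inhibition of agonist calcium response.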
M1 PAM parental: nonselective calcium activators in parental CHO-K1 cells, primary screen, counter-screen for M1 PAM project, cell-based, Fluo-8 calcium fluorescence, full deck, 1536-well | ATP EC20; 0% at ATP EC20, 100% at ATP max | activation, % at 3 µM | 0.02% of 360,000 active;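 active = activation above the run cutoff, the mean activation of all test compounds plus 3 SD, cut at about 40% in these data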;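 note: peak over basal fluorescence ratio in a 140 s read after ATP addition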
M1 ag: human M1 muscarinic receptor agonists, primary screen, Fluo-8 calcium fluorescence, CHO-K1 cells, HTS. CHO-K1 hM1, agonist mode; 0% DMSO, 100% acetylcholine EC100. activation, % at 3 µM. 0.33% of 360,000 active. AID 588814, 2011;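 active = activation above the run's mean compound activation plus 3 SD, cut at about 16% in these data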;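 note: peak over basal fluorescence ratio within a 140 s kinetic read after compound addition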
Target sequence (P11229 whole entry, looked up): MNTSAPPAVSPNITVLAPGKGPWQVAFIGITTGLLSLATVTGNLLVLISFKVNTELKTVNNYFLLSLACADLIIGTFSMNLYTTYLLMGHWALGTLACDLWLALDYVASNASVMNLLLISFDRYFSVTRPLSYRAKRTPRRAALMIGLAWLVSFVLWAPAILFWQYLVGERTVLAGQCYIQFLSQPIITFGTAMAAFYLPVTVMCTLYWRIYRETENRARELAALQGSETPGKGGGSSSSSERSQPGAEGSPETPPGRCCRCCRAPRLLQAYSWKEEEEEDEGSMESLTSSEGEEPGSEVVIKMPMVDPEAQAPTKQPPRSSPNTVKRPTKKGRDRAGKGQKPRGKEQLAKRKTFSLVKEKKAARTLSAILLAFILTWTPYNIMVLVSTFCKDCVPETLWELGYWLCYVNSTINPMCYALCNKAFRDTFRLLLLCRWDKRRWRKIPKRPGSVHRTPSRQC
CHO parental Ca: ATP-evoked calcium signal inhibitors, parental CHO, primary screen, counter-screen for OX1R antagonist project, cell-based, fluorescence, Fluo-8 calcium dye. parental CHO-K1, ATP-induced calcium, Fluo-8 fluorescence. inhibition, % at 5.6 µM. 0.63% of 330,000 active. AID 463079, 2010;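 active = inhibition above that plate's mean sample inhibition plus 3 SD, cut at about 26% in these data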;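 note: 0% = ATP-challenged DMSO wells and 100% = DMSO wells without ATP; some compounds past the cut are filed as inactive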
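Measured by: calcium-sensitive Fluo-8 fluorescence / Test system: CHO parental line / Controls: ATP-challenged DMSO wells low, unchallenged DMSO wells high / Measure: % inhibition / Compound: single nominal dose of 5.6 µM per compound / Replicates: single well per compound, no replicates / Reagent: ATP as calcium-mobilizing challenge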
M1 antag: human M1 muscarinic receptor antagonists, primary screen, CHO-K1 cells, Fluo-8 calcium fluorescence, 1536-well | Muscarinic acetylcholine receptor M1 (Homo sapiens), P11229 | CHO-K1 hM1, ACh EC80 antagonist | inhibition, % at 3 µM | 1.3% of 360,000 active | AID 588852, 2011;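 active = percent inhibition above its own plate's cutoff, namely the mean of that plate's compound wells plus 3 SD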;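 note: peak over basal fluorescence ratio during 140 s after agonist addition; 0% = ACh EC80 plus DMSO and 100% = DMSO alone without agonist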
M1 ag parental: counter-screen for M1 agonists: effect in parental CHO-K1 cells; 0.48% of 360,000 active; Fluo-8 calcium fluorescence; scaled to maximal ATP response, vehicle zero; AID 602248, 2012; activation, % at 3 µM; in the data active = activation above about 15%;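 note: untransfected CHO-K1 host cells lacking M1 receptor as counterscreen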
CHO-K1 Ca antag: M1 antagonist counterscreen hit in parental CHO-K1 cells; ATP-induced calcium, Fluo-8 fluorescence; inhibition, % at 3 µM; 0.6% of 360,000 active;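 active = inhibition above a per-plate cutoff, the plate's mean sample inhibition plus 3 SD, cut at about 24% in these data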;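 note: 0% = DMSO plus EC80 ATP and 100% = DMSO alone without ATP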
M1 PAM: human M1 muscarinic receptor positive allosteric modulators, primary screen, CHO-K1 cells, Fluo-8 calcium fluorescence, 1536-well | Muscarinic acetylcholine receptor M1 (Homo sapiens), P11229 | CHO-K1 hM1, ACh EC20; 0% = ACh EC20, 100% = maximal ACh | activation, % at 3 µM | 0.088% of 360,000 active | AID 588819, 2011; in the data active = activation above about 19%, passing the limit was not always enough
Active calls of the source: *; x = no result given.

SMILES	TAAR1 ag	TAAR1 antagonist	M1 PAM parental	M1 ag	CHO parental Ca	M1 antag	M1 ag parental	CHO-K1 Ca antag	M1 PAM
O=S(=O)(Nc1ccc(Br)cn1)c1cccs1	1	18	16	-6	7	-8	0.3	-8	11
COc1ccc(CCNC(=O)C2CCC(=O)N2Cc2ccccc2Cl)cc1OC (stereo not drawn)	4	1	-1	-5	-13	8	4.6	-6	-12
Cc1ccc(S(=O)(=O)N2CCC(=O)N(CCOC(=O)Nc3ccc(F)cc3)CC2)cc1	9	4	-1	-1	-13	6	6.3	-5	-3
Cn1nc(-c2ccc(N3CCOCC3)c(NS(=O)(=O)c3ccc(Cl)cc3)c2)c2ccccc2c1=O	3	14	12	-3	-20	-4	0.1	-2	5
COc1ccc(NC(C)=O)cc1CNC(=O)COc1ccccc1C(=O)Nc1cccc(C)c1C	5	29	8	-2	-16	-1	1.4	-8	0
O=C(O)c1cccc(NC(=S)N/N=C/c2cccc(O)c2)c1	13	0	6	-4	4	-2	0.5	-2	2
N#Cc1c(N)nc2c(c1-c1ccc(F)cc1)CCC2	-1	-29	21	-4	-8	-12	1.1	-11	4
COC(=O)C(NNc1ccc(F)cc1)(NC(=O)c1ccccc1)C(F)(F)F (stereo not drawn)	8	-7	26	-2	12	-5	1.0	-16	0
O=C(COC(=O)c1ccc([N+](=O)[O-])s1)Nc1ncc(C(F)(F)F)cc1Cl	6	-15	21	-9	-2	-15	1.7	-6	10
O=C(CNS(=O)(=O)c1ccc(F)c(Cl)c1)N1CCCC1	5	-25	-13	-9	-7	-5	0.2	-5	2
CC1Cc2ccccc2N1S(=O)(=O)c1cccc(C(=O)NNC(=O)c2ccccc2F)c1 (stereo not drawn)	1	-10	6	-5	-25	2	3.2	-11	0
Cc1nc(-c2ccccc2)nc2[nH]c(-c3ccccc3)cc(=O)c12	2	25	-3	-2	-20	-2	1.0	0	7
CC1(C)CC(=O)C(C=NCCN2CCN(C3CC(=O)N(c4ccc(Br)cc4)C3=O)CC2)=C(O)C1 (stereo not drawn)	4	1	8	-6	-19	10	5.0	2	-10
COc1ccc(NC(=O)CCCc2ccccc2)cc1OC	0	-5	-6	-1	-10	11	0.7	4	-5
CCOC(=O)CSc1nc2c(c(=O)n1-c1ccc(OC)cc1)SCC2	1	-9	15	-1	-3	-12	0.8	-16	3
COc1ccc(S(=O)(=O)N2CCCC2C(=O)Nc2ccc(C(C)=O)cc2)cc1 (stereo not drawn)	2	16	0	-3	-16	-8	1.2	5	12
CCNCc1cc(Br)c(OCC(=O)Nc2ccccc2)c(OC)c1	8	5	17	-7	-12	-7	1.5	-1	4
NNC(=O)c1cc2ccccc2cc1O	4	-13	-8	0	2	2	0.1	7	4
S=C(c1ccc2c(c1)OCO2)N1CCOCC1	0	-10	-11	-3	-1	11	0.1	2	-5
Cc1ccc(C)c(C(=O)C(C)Sc2nc3nn(-c4ccccc4)c(=O)c-3c3n2CCCCC3)c1 (stereo not drawn)	0	-7	18	-2	-19	-19	0.1	-8	13
Cn1c(=O)cc(SCC(=O)N2CCCC2)c2ccc(Cl)cc21	6	5	0	-2	-3	-6	0.4	13	9
CN1CCC(N(C)C(=S)NC(=O)c2cc(-c3cccc(Br)c3)nc3ccccc23)CC1	3	-19	15	1	-9	5	0.1	-3	15
O=C(O)c1cocc1C(=O)O	0	4	11	-2	x	-12	1.1	-8	8
COCCNc1nc(-c2ccccc2CO)c2sc(-c3ccccc3)cc2n1	x	x	2	-6	x	-14	0.3	0	1
Cc1ccc(NC(=O)c2cccnc2)cc1S(=O)(=O)N(C)C	2	-1	6	-3	-2	-5	-0.6	-14	11
Cc1ccc(-n2cc(C(=O)c3ccccc3O)cn2)cc1	2	4	1	-2	-9	-6	0.2	-6	7
O=C(NC(=S)Nc1ccccc1N1CCCC1)c1ccc([N+](=O)[O-])cc1	-2	-13	18	-11	-18	5	0.4	-9	0
Cc1nc([N+](=O)[O-])c(Sc2nc3ccc([N+](=O)[O-])cc3[nH]2)n1Cc1ccccc1	3	-1	9	-7	-2	0	1.5	19	3
S=C(NCc1ccc(Cl)cc1)NCc1ccccn1	19	-6	16	3	-11	9	5.3	-13	1
CCCCN(C)C(=O)CCC(=O)NNc1nc2ccccc2c2nc(C)nn12	3	10	-14	0	-11	-4	0.2	20	10
COc1ccc(Cc2nnc(NS(=O)(=O)c3ccc(Cl)cc3)s2)cc1OC	0	1	9	-3	-22	2	-0.5	3	8
CCCNC(=O)CSc1n[nH]c(=O)n1CCc1ccccc1	1	2	18	-4	-11	-17	1.7	-16	10
CCOC(=O)C1=C(COC(=O)/C=C/c2cc(Br)ccc2F)NC(=O)NC1C (stereo not drawn)	6	14	-8	-1	-22	-5	6.7	13	9
CCOC(=O)C1CCN(C(=O)CSC2=NCCS2)CC1	1	-11	9	-5	-17	-7	0.1	0	6
O=C1c2ccccc2/C(=C\C#Cc2ccccn2)N1c1ccccc1	7	28	21	-5	-12	-6	1.3	-15	15
O=C1CCCC(O)=C1N=Nc1ccc(C(=O)O)cc1	-2	-9	5	-3	-4	2	0.4	-5	3
CCOC(=O)c1[nH]c2ccc(Cl)cc2c1-c1ccccc1	12	18	-5	-5	1	22	0.0	12	-12
CCN(CC)c1ccc(C2=NNC(=O)CC2C)cc1[N+](=O)[O-] (stereo not drawn)	6	18	21	-6	-25	0	3.9	-38	2
COc1ccc(-c2cnnn2-c2ccc(NC(=O)c3ccc(S(=O)(=O)N4CCCCC4)cc3)cc2)cc1	2	-18	20	-7	-4	6	7.9	-5	4
CCN(CC)CC(=O)N1c2ccccc2Sc2ccccc21	1	4	3	-9	-12	101*	0.9	-12	-28

The last 6 records of the section before open the next one:
SMILES	TAAR1 ag	TAAR1 antagonist	M1 PAM parental	M1 ag	CHO parental Ca	M1 antag	M1 ag parental	CHO-K1 Ca antag	M1 PAM
O=C1c2ccccc2/C(=C\C#Cc2ccccn2)N1c1ccccc1	7	28	21	-5	-12	-6	1.3	-15	15
O=C1CCCC(O)=C1N=Nc1ccc(C(=O)O)cc1	-2	-9	5	-3	-4	2	0.4	-5	3
CCOC(=O)c1[nH]c2ccc(Cl)cc2c1-c1ccccc1	12	18	-5	-5	1	22	0.0	12	-12
CCN(CC)c1ccc(C2=NNC(=O)CC2C)cc1[N+](=O)[O-] (stereo not drawn)	6	18	21	-6	-25	0	3.9	-38	2
COc1ccc(-c2cnnn2-c2ccc(NC(=O)c3ccc(S(=O)(=O)N4CCCCC4)cc3)cc2)cc1	2	-18	20	-7	-4	6	7.9	-5	4
CCN(CC)CC(=O)N1c2ccccc2Sc2ccccc21	1	4	3	-9	-12	101*	0.9	-12	-28
COCCn1c(SCC(=O)NC2(C#N)CCCCC2)nc2ccccc2c1=O	2	-10	21	-5	-6	-4	-0.1	-24	3
COc1ccc(NS(=O)(=O)c2cc(NC(=O)C3CCCO3)ccc2N2CCCC2)cc1 (stereo not drawn)	6	12	24	-5	23	-10	6.2	-20	13
CCCCCCSc1ccc(-c2nc3ccc(Cl)cn3c2NC2CCCCC2)cc1	0	11	3	-2	-20	10	-0.3	4	-2
CCOC(=O)c1ccc(S(=O)(=O)NC2CC2)cc1	0	-11	8	-7	6	-1	4.8	-5	5
Cc1ccc(-c2noc(C3CCN(S(C)(=O)=O)CC3)n2)o1	2	26	-9	-3	-6	-17	0.4	-19	8
CCc1nnc(NC(=O)CSc2nnc(C(C)NC(=O)c3ccccc3)n2C)s1 (stereo not drawn)	1	8	-18	-6	4	-1	-0.2	7	6
CCCCCc1nc2c(c(=O)c3ccccc3n2C)c(=O)n1Cc1ccc(OC)cc1	4	-18	-7	2	-17	-7	-0.5	-2	18
CC1Cn2c(CCc3ccccc3)nnc2S1 (stereo not drawn)	4	-18	5	-3	-4	21	-0.2	-4	-10
Cc1nn(Cc2ccccc2)c(C)c1/C=N/NC(=O)c1ccncc1	7	-14	-6	-3	-1	4	0.5	-9	1
COc1ccc(CN(C(=O)c2ccccc2OC)C2CCS(=O)(=O)C2)cc1 (stereo not drawn)	1	-6	9	-2	-3	0	1.0	1	5
CN(Cc1ccccc1F)c1nc(-c2cccs2)nc2ccccc12	6	1	14	-7	-34	-9	0.5	-5	5
COc1cc(CNn2nnnc2N)ccc1OCc1c(Cl)cccc1Cl	13	15	16	1	-6	1	11	7	6
O=C(OCC(=O)N1CCOCC1)c1cccc(F)c1	1	0	23	-2	-6	-9	0.5	-17	7
COc1ccc([C@H]2CC(=O)C=C(c3ccccc3)C2)cc1	x	x	-7	-7	-8	-1	-0.5	-1	-2
COc1ccc(N2CCN(C(=O)c3cn(C4CCCC4)c(=O)c4c3c3ccccc3n4C)CC2)cc1	19	38	10	-4	-25	-23	2.9	0	-1
Cc1ccc(C(=O)OCC(=O)NNC(=O)COc2ccc(Cl)cc2)c(O)c1	1	-22	19	-2	-6	-15	1.5	-6	10
COc1ccc(CCNCC(O)COc2cccc(Br)c2)cc1OC (stereo not drawn)	16	-9	-6	-5	-33	2	1.8	-9	-3
COc1ccc(/C=C2/SC(=O)N(CCNC(=O)C3COc4ccccc4O3)C2=O)cc1 (stereo not drawn)	14	16	9	-6	-6	-5	0.2	-1	6
Cc1ccc(NC(=O)CCCCCC2NC(=O)NC2C)cc1 (stereo not drawn)	x	x	18	-4	3	-8	0.6	-12	6
O=C(NCCc1ccccn1)c1ccc2nc(Cc3ccccc3F)oc2c1	4	2	-1	-4	-18	-1	2.1	-4	1
CC(NC(=O)c1cccc(OC2CCN(C3CCN(C)CC3)CC2)c1)c1ccccc1 (stereo not drawn)	4	-15	-2	-5	-13	-13	-0.5	-6	5
CCOC(=O)C1CCN(C(=O)Cn2nc(CC)n3cccc3c2=O)CC1	3	-14	16	-1	0	-6	1.4	-14	6
CCOc1cc(CN2CCN(C(=O)CC(C)C)CC2)ccc1OC	0	-9	15	-3	-15	-27	0.1	-8	4
CN(C)C(=O)C[n+]1ccc(C(N)=O)cc1	1	-33	13	-4	-11	-8	0.1	-5	7
Cc1ccc(S(=O)(=O)N2[C@@H](c3ccc(C(C)(C)C)cc3)C(C(=O)O)=CC[C@H]2c2ccc(Cl)c(Cl)c2)cc1	-1	8	-3	-5	25	-13	0.1	-2	3

Bioassay records deposited in PubChem by The Scripps Research Institute Molecular Screening Center.
